Screening results (PubChem)
SW480 rereplic: inducers of DNA re-replication in SW480 colon cancer cells | 1.8% of 340,000 active | Potency, µM (top dose mostly 46.1 µM), inactives show at the highest dose re-replication activation, usual class: activators | SW480 DNA re-replication, Hoechst DNA content imaging, 48 h; also: potency is read from the fitted curve at half-maximal effect; % of control where 0% means no effect; nearly all actives have a fitted effect of over 55% in size
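Hoechst fluorescence of nuclei (405 nm excitation, 500-530 nm emission) measured by plate-scanning imager after 48 hr compound exposure at 37 C; re-replication scored as increased number of nuclei with elevated intensity.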
IL-1B inflam inh: inflammasome signaling inhibition, IL-1 beta readout; THP-1 LPS/ATP IL-1B secretion, AlphaLISA, 16 h; active compounds read low; activity change, % at 57.5 µM; 4.7% of 360,000 active; AID 743279; in the data active = activity change below about -50%; inconclusive = mostly about -30% to -49%; also: % is scaled to controls: 0 for no effect and ±100 for the full control effect
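Secreted IL-1B measured by AlphaLISA bead assay after 16 h compound exposure of THP-1 cells; compounds (final up to 57.5 uM) added 1 h before LPS (250 ng/mL) and ATP (1.25 mM) stimulation; lower signal means less secretion.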
HT1080 IDH1KD tx: HT-1080 IDH1 knockdown cell toxicity (counter line); AID 686971; HT-1080 IDH1 knockdown viability, ATP luminescence, 48 h; Potency, µM (highest dose often 46.1 µM), without a hit: at the top dose activity, negative = toxicity, actives largely listed as cytotoxic; 2% of 360,000 active;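 also: potency is read from the fitted curve at half-maximal effect; 0% = DMSO wells and -100% = cell-free medium wells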
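% activity derives from luminescence (CellTiter-Glo), normalised to DMSO and no-cell wells. HT-1080-IDH1KD cells, 750/well, had 48 h compound exposure at 37 °C.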
KB-3-1 cytotox: KB-3-1 parental cell cytotoxicity | KB-3-1 viability, CellTiter-Glo ATP luminescence, 72 h | Potency, µM (series often up to 46.1 µM), without a hit: at the top dose activity change, negative = cytotoxic, actives largely listed as cytotoxic | 1.4% of 400,000 active; also: potency is read from the fitted curve at half-maximal effect; % is scaled to controls: 0 for no effect and ±100 for the full control effect; nearly all actives have a fitted effect of over 60% in size
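Parental KB-3-1 adenocarcinoma cells in phenol-red-free DMEM with 10% FBS were pin-treated with compounds at several concentrations, incubated 72 h at 37 °C, and viability read by CellTiter-Glo luminescence; concentration-effect curves were fitted after normalization.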
KB-V1 MDR tox: kills drug-selected multidrug resistant KB-V1 cells | Potency, µM (series often up to 46.1 µM), for the others: top-dose activity change, negative = cytotoxicity, usual class: cytotoxic | KB-V1 MDR cells viability, CellTiter-Glo, 72 h | 3.4% of 400,000 active; also: potency is read from the fitted curve at half-maximal effect; % is scaled to controls: 0 for no effect and ±100 for the full control effect; nearly all actives have a fitted effect of over 60% in size
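KB-V1, DMEM (no phenol red) + 10% FBS; cpd pin-transferred, titration series; 72 h, 37 degrees C; CellTiter-Glo, luminescence. Data normalized, curve-fit.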
HEK293 tox: cytotoxicity in counter-screen for GLP-1R inverse agonists; AID 624418; 0.13% of 410,000 active; HEK293 cAMP-luciferase reporter cells, luminescence, 24 h; Potency, µM (doses to about 38.3 µM), without a hit: at the top dose activity change, negative = inhibition, most hits filed as inhibitors;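 also: loss of luciferase light is scored as toxicity; potency is read from the fitted curve at half-maximal effect; % is scaled to controls: 0 for no effect and ±100 for the full control effect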
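1536-well qHTS counterscreen of the MLSMR; 200 cells/uL, 12 h pre-incubation, 23 nL cpd, 24 h at 37 deg C 5% CO2, luciferase detection reagent, 12 min RT, luminescence. Inhibition = undesired.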
DRD3 agonist: agonists of human D3 dopamine receptor; max activation, %; AID 652048; D3R DiscoveRx beta-arrestin cells, luminescence, 90 min; P35462; 0.58% of 410,000 active; in the data active = max activation above about 30%; also: 0% is about no effect; mostly tested at two doses, the higher about 12 µM
Target sequence (P35462 whole entry, looked up): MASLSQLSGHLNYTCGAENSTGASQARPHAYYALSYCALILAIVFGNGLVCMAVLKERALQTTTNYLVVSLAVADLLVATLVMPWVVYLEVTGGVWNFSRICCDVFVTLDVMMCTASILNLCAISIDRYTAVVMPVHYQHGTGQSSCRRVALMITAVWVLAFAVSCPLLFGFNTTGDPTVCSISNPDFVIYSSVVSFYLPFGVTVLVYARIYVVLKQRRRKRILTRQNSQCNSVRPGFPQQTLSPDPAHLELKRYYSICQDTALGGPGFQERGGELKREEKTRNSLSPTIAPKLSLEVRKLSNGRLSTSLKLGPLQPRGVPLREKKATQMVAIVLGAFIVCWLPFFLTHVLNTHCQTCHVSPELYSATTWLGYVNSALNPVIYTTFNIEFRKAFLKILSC
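Agonist-mode cell screen: cells plated at 1500/well and incubated overnight at 37 °C, then exposed to library compounds for 90 min at 37 °C. Detection reagent was added for 30–60 min at room temperature, and luminescence was read.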
HT1080NT lethal: kills 2HG-producing HT-1080-NT fibrosarcoma cells | HT-1080-NT fibrosarcoma viability, CellTiter-Glo ATP luminescence, 48 h | Potency, µM (titrated, usually from 46.1 µM), for the others: at the highest dose activity, negative = less viability, most hits filed as cytotoxic | 1.6% of 360,000 active | AID 686970;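 also: NT is the 2HG producing partner of a matched IDH1 knockdown line; potency is read from the fitted curve at half-maximal effect; 0% = DMSO-treated cells and -100% = media-only wells without cells; nearly all actives have a fitted effect of over 55% in size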
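Toxicity toward the 2HG-producing NT line was scored as %Activity, normalised to DMSO and no-cell wells, from CellTiter-Glo luminescence after 48 hours' treatment.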
MCF10A rereplic: DNA re-replication induction in MCF 10a cells; MCF 10A DNA re-replication, Hoechst nuclear intensity, 48 h; Potency, µM (titrated, usually from 46.1 µM), inactives show at the top dose activity, positive = re-replication, actives largely listed as activators; 2.9% of 350,000 active; AID 624296; also: potency is read from the fitted curve at half-maximal effect; % of control where 0% means no effect; nearly all actives have a fitted effect of over 50% in size
Active calls of the source: *; ? = inconclusive; / = no result given; [ ] = another dose, or the depositor's remark. Unless noted, calls follow the shape of the dose curve; as a rule, active = well fitted curve in the direction sought with a large enough effect; inconclusive = small, poorly fitted or top-dose-only effect, or another doubt; inactive = no such curve, though single readings can be large; an effect the other way counts as inactive or inconclusive.

SMILES	SW480 rereplic	IL-1B inflam inh	HT1080 IDH1KD tx	KB-3-1 cytotox	KB-V1 MDR tox	HEK293 tox	DRD3 agonist	HT1080NT lethal	MCF10A rereplic
COc1ccc2c(c1OC)C(=O)N1C2SC(C)(C)[C@H]1C(=O)NC1CCCC1 (stereo partly specified)	19%	-14	-4%	0%	-23%	-20%	-17	-3%	8%
COc1ccc(OC)c(/C=N/NC(=S)NCCc2ccccc2)c1	-1%	17	-16%	10%	1%	?	-12	1%	0%
COc1ccc(-n2nc(C(=O)NCC(=O)N3CCCCCC3)c3ccccc3c2=O)cc1OC	?	31	2%	9%	0%	-3%	2	3%	3%
COC(=O)Cn1c(=O)c2c(nc3n2CCCN3Cc2ccccc2)n(C)c1=O	-6%	10	7%	2%	0%	13%	-18	14%	-2%
CCn1ncc(C2=NOC(C(=O)NCc3ccc(OC)cc3)C2)c1C (stereo unspecified)	?	31	?	?	?	-8%	7	?	?
COc1cccc(-n2c(-c3ccccc3)c[nH]c2=S)c1	-5%	9	-3%	-3%	-1%	?	-6	-17%	3%
Cc1cc(=O)n2c(C(=O)Nc3ccc(F)c(Cl)c3)c(C(=O)Nc3cccc(C)c3C)sc2n1	/	/	/	11%	0%	4%	0	/	/
CCOC(=O)Nc1nnc(-c2ccccc2OC)s1	-3%	6	?	10%	7%	1%	-7	?	-3%
CC(C)C(=O)Nc1ccc(C(=O)NN2C(=O)c3ccccc3C2=O)cc1	3%	5	20%	7%	-11%	-4%	7	13%	-2%
Cn1c(C(=O)N2CCCC2)cc2c(=O)n(C)c3ccccc3c21	5%	-14	1%	19%	?	2%	2	14%	1%
CC(C)c1onc(C(=O)NCc2ccc(Cl)cc2)c1[N+](=O)[O-]	?	-25	3%	16%	-1%	-14%	-7	-2%	0%
CCOC(=O)c1ccc(NS(=O)(=O)c2cc(-c3nnnn3C(C)C)ccc2OC)cc1	-5%	35	-2%	-9%	1%	-1%	-2	-4%	?
COc1ccc(CC(=O)OCC(=O)NC(=O)NC2CCCCC2)cc1	-8%	20	6%	2%	16%	0%	2	1%	-19%
O=C(Nc1ccc(F)cc1)C1CC(=O)n2cnnc2N1 (stereo unspecified)	0.65µM*	14	14%	-1%	26%	4%	-8	17%	-29%
COC(=O)CCC(=O)c1oc2ccc(Br)cc2c1N	-5%	7	14%	7%	-15%	1%	3	25%	10%
O=C(Nc1cccc(-c2ccc(N3CCCCC3)nn2)c1)c1ccco1	-1%	-9	-15%	?	?	0%	5	0%	7%
O=C(NCCc1csc(-c2ccc(C(F)(F)F)cc2)n1)c1ccc(F)c(F)c1	/	/	/	23µM*	13µM*	-12%	-8	/	/
COc1ccc(N(C(C)C(=O)N2CCC(Cc3ccccc3)CC2)S(C)(=O)=O)cc1 (stereo unspecified)	2%	-1	-22%	?	3.7µM*	-22%	3	-2%	30%
O=C(CCN1C(=O)C2C3C=CC(C3)C2C1=O)Nc1ccccc1F (stereo unspecified)	1%	22	8%	17%	0%	-13%	16	6%	-2%
COc1cc(/C=N\NC(=O)CN2CCOCC2)ccc1OCC(=O)Nc1ccc(C)c(C)c1	1%	-6	4%	-2%	0%	12%	1	-2%	2%
CCOc1ccc(/C=N/NC(=O)C(=O)N2CCCCCC2)c2ccccc12	3%	?	-7%	-10%	0%	-13%	3	-3%	?
FC(F)(F)c1ccccc1-c1nc(-c2ccncc2)no1	-1%	0	-5%	-1%	-12%	8%	7	0%	-17%
CN(C(=O)c1ccc(NC(=O)Cc2cccc(NC(=O)C3CCCN(C(=O)CCc4ccccc4)C3)c2)cc1)C1CCCC1 (stereo unspecified)	14%	-3	-1%	-9%	2%	-3%	-25	-2%	?
COc1ccc(NC(=O)CSc2n[nH]c(=O)n2Cc2ccccc2)cc1Cl	-2%	-4	-7%	10%	-8%	-13%	3	-14%	-3%
COc1ccc(C(=O)NC(=S)Nc2cccc3ncccc23)cc1[N+](=O)[O-]	-20%	-6	-11%	3%	0%	-2%	4	-15%	?

(continued)
SMILES	SW480 rereplic	IL-1B inflam inh	HT1080 IDH1KD tx	KB-3-1 cytotox	KB-V1 MDR tox	HEK293 tox	DRD3 agonist	HT1080NT lethal	MCF10A rereplic
Cc1cc(C)cc(N2CCn3c2nc2c3c(=O)n(CCc3ccccc3)c(=O)n2C)c1	/	/	/	-1%	1%	-10%	-4	/	/
Cc1ccc(N(C(=O)c2ccccn2)C(C(=O)NC2CCCCC2)c2ccncc2)cc1 (stereo unspecified)	-20%	4	-1%	?	-13%	3%	2	4%	7%
Cn1c(=O)n(Cc2ccccc2)c2ccccc21	29%	25	-2%	7%	?	-20%	-7	4%	?
COc1cc(/C=C/C(=O)Nc2ccc(C(C)=O)cc2)cc(OC)c1OC	-10%	14	-1%	-18%	-22%	6%	-1	-4%	3%
CC(C)c1cc(C(=O)Nc2cccnc2)no1	-2%	10	4%	7%	17%	-19%	-18	-6%[9.24 µM]	-4%
COc1ccc(C(=O)NCC(=O)OCCCOC(=O)CNC(=O)c2ccc(OC)c(OC)c2)cc1OC	-13%	-2	-2%	/	/	9%	-2	15%	0%
Cc1ccc(N(Cc2cc3ccccc3[nH]c2=O)C(=O)c2cccs2)cc1C	?	-28	17%	0%	?	1%	14	14%	-4%
N#CC1=C(N)Nc2nc3ccccc3n2C1c1ccc(Cl)cc1 (stereo unspecified)	-1%	18	1%	?	0%	8%	-2	-2%	2%
CCOC(=O)c1[nH]c2ccccc2c1NC(=O)c1cc(OCC)c(OCC)c(OCC)c1	/	/	/	1%	-3%	-2%	4	/	/
COc1ccccc1OCC(=O)Nc1cc(S(=O)(=O)N2CCCCC2)ccc1N1CCCCC1	3%	-1	4%	-4%	-13%	-1%	-5	7%	?
COc1ccc(C2/C=C\CN(C(=O)c3ccccc3)[C@H](Cc3ccccc3)C(=O)N2Cc2ccc(F)cc2)cc1 (stereo partly specified)	6%	4	-3%	?	-30%	4%	-8	-8%	?
CCOC(=O)N1CCN(CC(=O)N2c3ccccc3Sc3ccccc32)CC1	-5%	2	-3%	-1%	-27%	-8%	2	5%	16%
CC(Sc1nnc(C2CC2)n1C1CC1)C(=O)NC1(C#N)CCCCC1 (stereo unspecified)	-6%	-1	-16%	/	/	5%	-18	0%	-2%
COc1ccc(CN(C2CCCC2)S(=O)(=O)c2ccc(-n3cnnn3)cc2)cc1	1%	-5	-26%	0%	?	1%	-3	-22%	?
Cn1c(=O)c2c(nc(SCc3nn[nH]n3)n2Cc2ccccc2F)n(C)c1=O	-4%	3	10%	15%	3%	-5%	0	8%	-2%
CCCCN(CC)CCNS(=O)(=O)c1ccc2c(c1)oc(=O)n2C	-21%	14	-2%	0%	-1%	8%	-5	-3%	1%
O=C(NCCCn1ccnc1)C(=O)NC1CCCCC1	-7%	1	-1%	14%	-9%	10%	1	-3%	1%
COc1ccc(CCCc2nnc(SCC(=O)Nc3ccc(Cl)cc3)o2)cc1	/	/	/	12%	0%	-20%	-1	/	/
CCCn1c(CCNc2nc(-c3ccc(OC)cc3)cs2)nc2ccccc21	23%	25	-1%	0%	0%	3%	-1	-3%	25%
COc1ccc(OC)c(C2C=C(C34CC5CC(CC(C5)C3)C4)NC(=S)N2)c1 (stereo unspecified)	?	-27	-26%	-20%	0%	?	-9	-3%	0%
Cc1nnc(SCC(=O)Nc2nc3ccccc3s2)n(N)c1=O	-4%	10	14%	5%	11%	6%	-2	2%	-1%
O=C1CC[C@@H]2CC3(C[C@@H]4CCN1[C@H]24)Nc1ccccc1NC3=NC1CCCCC1 (stereo partly specified)	-4%	9	9%	0%	0%	1%	-29	15%	1%
CCCN(CC1CC1)C(=O)COC(=O)c1ccc(CNS(=O)(=O)c2ccc(F)c(Cl)c2)cc1	-5%	10	9%	13%	-2%	-12%	-5	4%	0%
CC1(C)Cc2[nH]c(=O)c(C#N)cc2CS1	-5%	19	3%	1%	0%	-5%	0	4%	?
Cc1cnccc1NC(=O)c1cccs1	0%	-10	20%	13%	23%	5%	6	2%	6%

Profiles, quoted from the list.
`Cc1ccc(N(Cc2cc3ccccc3[nH]c2=O)C(=O)c2cccs2)cc1C` as listed: SW480 rereplic: ?; IL-1B inflam inh: -28; HT1080 IDH1KD tx: 17%; KB-3-1 cytotox: 0%; KB-V1 MDR tox: ?; HEK293 tox: 1%; DRD3 agonist: 14; HT1080NT lethal: 14%; MCF10A rereplic: -4%
`COc1ccc(CC(=O)OCC(=O)NC(=O)NC2CCCCC2)cc1` as listed: SW480 rereplic: -8%; IL-1B inflam inh: 20; HT1080 IDH1KD tx: 6%; KB-3-1 cytotox: 2%; KB-V1 MDR tox: 16%; HEK293 tox: 0%; DRD3 agonist: 2; HT1080NT lethal: 1%; MCF10A rereplic: -19%

Next section:
SMILES	SW480 rereplic	IL-1B inflam inh	HT1080 IDH1KD tx	KB-3-1 cytotox	KB-V1 MDR tox	HEK293 tox	DRD3 agonist	HT1080NT lethal	MCF10A rereplic
CN(C(=O)COC(=O)c1n[nH]c2ccccc12)C1CCS(=O)(=O)C1 (stereo unspecified)	-4%	18	28%	6%	-8%	-2%	0	17%	-14%
CCN1CCN(S(=O)(=O)c2ccc3[nH]c(=O)oc3c2)CC1	-10%	16	11%	8%	19%	3%	-6	13%	-3%
COc1ccc2sc(-c3ccc(N(C)C)cc3)c(-c3cnc(OC)nc3)c2c1	-3%[9.22 µM]	-10	22%	-10%	-21%	-3%	15	12%	?
COc1cc(F)ccc1-c1cc(C(=O)NCc2ccc(F)cc2)[nH]n1	/	-19	21%	0%	1%	5%	-17	?	/
Cc1nn2c(N)c(-c3ccccc3)cnc2c1-c1ccc(Cl)cc1	8%	-69*	?	?	?	-3%	1	?	16%
CC(C)(C)NC(=O)C1c2ccccc2OCC(=O)N1Cc1ccc2c(c1)OCO2 (stereo unspecified)	/	-4	9%	15%	0%	2%	6	9%	/
O=[N+]([O-])c1ccc(C(=S)N2CCN(Cc3ccccc3)CC2)cc1	-2%	-13	-7%	-4%	-1%	-14%	-13	-2%	4%
